# Screening data (PubChem)
# RMI FANCM FP – inhibitors of human RMI core complex binding to FANCM MM2; Fluorescence polarization, RMI core complex with F-MM2 peptide; hits give low values; 70,000 compounds, 0.58% hits; FP signal (polarization) at 33 µM; in the data active means FP signal below about 40; further: inactives centre near 61; strong numbers were not always called active; unit not given here
# * = called active by the depositor; & = joins results of further samples. A portion of the library; rates above refer to the full screens.
No.	Structure	RMI FANCM FP
1	Cc1ccc(C)c(OCC(O)Cn2c(C3CC(=O)N(c4ccc(F)cc4)C3)nc3ccccc32)c1 (configuration not stated)	94
2	CC1=N/C(=C\C=C\c2ccccc2)C(=O)O1	49
3	C#CCSC1=N/C(=C/N(C)C)C(=O)N1	54
4	Cc1ccc(S(=O)(=O)NCCO)c(C)c1N(C)S(=O)(=O)c1ccc(F)cc1	57
5	COc1ccc(C(=O)n2nc(C)c(S(=O)(=O)N3CCCCCC3)c2C)c(OC)c1	58
6	CCOC(=O)c1c(NC(=O)CSc2nc3c([nH]c4ccccc43)c(=O)n2-c2ccc(OCC)cc2)sc2c1CCCCC2	70
7	COC(=O)COc1cccc2c(=O)[nH]ccc12	63
8	COc1ccc2nc(NC(=O)COc3ccccc3)sc2c1	87
9	CCOC(=O)c1cnn(-c2nc(CC)cc(=O)[nH]2)c1C	70
10	COc1ccccc1NC(=O)N1CCCN(C(=O)c2cccs2)CC1	55
11	Cc1cccc2sc(N(Cc3ccccn3)C(=O)/C=C/c3cccs3)nc12	60
12	O=C(CN1CCC(C(=O)N2CCc3ccccc32)CC1)Nc1ccc(F)cc1	55
13	COc1cccc2c(=O)n(CC(=O)Nc3ccc(Cl)c(Cl)c3)ccc12	113
14	O=C(Cn1nc(-c2cccs2)c2sc(N3CCOCC3)nc2c1=O)NCCc1ccccc1	65
15	O=C(O)C1=C(C(=O)NCc2ccc3c(c2)OCO3)CCCC1	54
16	O=C(Cc1ccc(F)cc1)NCC(c1ccsc1)N1CCOCC1 (configuration not stated)	76
17	O=C(O)c1ccc([N+](=O)[O-])cc1Oc1cccc([N+](=O)[O-])c1	55
18	Nc1nc(SCc2ccccc2F)[nH]c(=O)c1NC(=O)c1ccccc1	73
19	O=C(Nc1ccc(OC(F)F)cc1)NC1CCN(C(=O)OCc2ccccc2)CC1	62
20	O=C(NCCCCN1CCOC(c2ccccc2)C1)c1cc2ccccc2oc1=O (configuration not stated)	71
21	Cc1ccc(C(=O)NCCc2cn3ccsc3n2)cc1[N+](=O)[O-]	57
22	Cn1c(=NC(=O)c2ccc(Cl)cc2)sc2cc3c(cc21)OCCO3	73
23	O=C(NCc1ccco1)c1cc2ccccc2oc1=O	56
24	CN(C)CCOc1ccc(C#N)cn1	66
25	COc1ccc(NC(=O)C(=O)NCC(c2ccc(C)cc2)N2CCOCC2)cc1Cl (configuration not stated)	77
26	COc1ccc(Cl)cc1NC(=O)CN1CCN(S(=O)(=O)c2ccc(C)cc2)CC1	72
27	Cc1cc(Cl)cc2sc(NC(=O)c3ccno3)nc12	53
28	COc1ccc(N2CCN(C(=O)CCCc3nnc4n(Cc5ccccc5)c(=O)c5ccccc5n34)CC2)cc1	70
29	CN(C)S(=O)(=O)Oc1ccccc1[N+](=O)[O-]	63
30	O=c1cc2nn[nH]n2nc1-c1ccccc1	55
31	CC(=O)Nc1ccc(Br)cc1C(=O)C(=O)Nc1ccc2c(c1)OCO2	57
32	O=C(CSc1nnc(NC(=O)Nc2ccccc2)s1)NCc1ccc(F)cc1	53
33	COc1ccc(SCCCC(=O)Nc2cc(C)on2)cc1	47
34	CN(C)S(=O)(=O)c1ccc(C(=O)N2CCN(Cc3nc(-c4cccs4)cs3)CC2)cc1	60
35	C/C(=C\CO)CC[C@H](C)CCC[C@H](C)CCCC(C)C	63
36	CCc1ccc(-n2nnnc2/C=C/Nc2ccccc2C(=O)O)cc1	61
37	CC(=O)N1CCSC1C(=O)NNC(=O)c1ccc2c(c1)OCO2 (configuration not stated)	40
38	Cc1ccc(-c2ccc(=O)n(CCCC(=O)N3CCc4ccccc43)n2)cc1	60
39	Cc1ccc(N2CCN(C(=O)CCc3nc4sc5c(c4c(=O)[nH]3)CCCC5)CC2C)cc1 (configuration not stated)	60
40	O=C(Nc1sc2c(c1-c1nc3ccccc3s1)CCCC2)c1ccc2c(c1)OCCO2	55
41	N[C@H](C(=O)O)[C@H](O)C(=O)O	63
42	N#CCC(C(=O)C(F)(F)F)c1ccccc1 (configuration not stated)	59
43	Cc1ccccc1Cn1c(=O)c2c(N3CCN(C(=O)c4ccco4)CC3)ccnc2n(C)c1=O	65
44	Cc1cc(-c2ccc(NC(=O)c3c(F)cccc3F)c(C)c2)ccc1NC(=O)c1c(F)cccc1F	63
45	CCN(CC)CCN(C(=O)c1cccc(OC)c1)c1nc2c(OC)cccc2s1	91
46	CCCCC(=O)Nn1cnc2c(cnn2C(C)(C)C)c1=O	60
47	N#Cc1cnc(-c2cnccn2)nc1N	62
48	COc1cc2nc(NC(=O)c3ccccc3NS(=O)(=O)c3ccc(C)cc3)sc2cc1OC	62
49	O=C(C1CC1)N1CCN(Cc2nc(-c3cccs3)cs2)CC1	61
50	CCCS(=O)(=O)N1CCc2ccc(NC(=O)c3cc(OC)c(OC)c(OC)c3)cc2C1	64
51	O=[N+]([O-])c1ccc(/C=C/S(=O)(=O)N2C=Cc3ccccc3C2c2c[nH]c3ccccc23)cc1 (configuration not stated)	54
52	Cc1ccc(-n2ncc3c(=O)[nH]c(-n4nc(C)cc4NC(=O)Cc4ccccc4)nc32)cc1	64
53	C=CCn1c(SCC(=O)Nc2cc(OC)ccc2OC)nc2c([nH]c3ccccc32)c1=O	53
54	NNC(=O)C1CCN(Cc2cccnc2)CC1	59
55	CN1CCN(c2ccccc2/C=N/NC(=O)c2cccnc2)CC1	59
56	O=c1c2sc3ccccc3c2[nH]c(=S)n1CC1CCCO1 (configuration not stated)	57
57	OC(COCc1ccccc1)CN1CCOCC1 (configuration not stated)	57
58	CN([C@H]1CCN2CCc3ccccc3C2C1)S(C)(=O)=O (some centres not stated)	53
59	O=C(O)CC1CCS(=O)(=O)C1 (configuration not stated)	59
60	O=C(NCc1ccc(F)cc1)C(=O)N1CCN(Cc2ccc3c(c2)OCO3)CC1	54

# Later entries.
No.	Structure	RMI FANCM FP
61	COc1cc(C(=O)Nc2ccccc2O)cc(OC)c1OC	71
62	O=C(CSCc1ccccc1)N1CCN(Cc2nc(-c3ccc(F)cc3)cs2)CC1	62
63	Cc1ccc2cc(CCNC(=O)C(C)(C)Oc3ccc(Cl)cc3)c(=O)[nH]c2c1C	58
64	CCOc1ccc(OCCNS(=O)(=O)c2cc(C)ccc2OC)cc1	60
65	O=C(c1cccs1)N1N=C(c2ccccc2)CC1c1ccc2nccnc2c1 (configuration not stated)	55
66	C=CCc1ccccc1OCCn1c(CN(C)C(C)=O)nc2ccccc21	56
67	O=[N+]([O-])c1ccc(Sc2ncc3ccccn23)nc1	56
68	O=C(NCCn1ncc2c(=O)n(Cc3ccc(Br)cc3)cnc21)C1CC1	65
69	Clc1ccccc1OCCn1nnc2ccccc21	56
70	COc1ccc(NC(=O)Cc2csc(SCc3ccc(Cl)cc3)n2)c(OC)c1	76
71	O=[N+]([O-])c1cnc(Nc2ccc(S(=O)(=O)Nc3nccs3)cc2)c([N+](=O)[O-])c1	52
72	CCOCCSc1nnc(C)c2cnn(-c3ccc(C)c(C)c3)c12	62
73	CCN1C(=O)C(C)(C)COc2ccc(NC(=O)c3ccc(Cl)cc3)cc21	72
74	CC(C)(C)c1ccc(C2=NC(=O)C(CC(=O)O)S2)cc1 (configuration not stated)	51
75	O=C1CN(C(=O)/C=C/c2cccs2)c2ccccc2N1	56
76	COc1ccc(NC(=O)Cc2csc(Nc3cccc(Cl)c3)n2)cc1OC	66
77	Cc1ccc(S(=O)(=O)N2CCCC2CNC(=O)C(=O)NCCc2ccc(Cl)cc2)cc1 (configuration not stated)	61
78	CCOC(=O)c1sc(=NC(=O)C2CCCCC2)n(C)c1C	61
79	O=C(CCCCC(=O)Nc1ccccn1)Nc1ccccn1	53
80	CC(=O)Oc1cc2c(c(C)c1OC(C)=O)CC=C1[C@@]2(C)CC[C@@]2(C)C3C[C@](C)(C(=O)O)CC[C@]3(C)CC[C@]12C (some centres not stated)	54
81	c1ccc(CSc2nnc(-c3cnccn3)s2)cc1	52
82	Cc1cc(-c2nnc(N)o2)nn1C	70
83	CC1(C)COc2ccc(NC(=O)c3ccc4ccccc4c3)cc2NC1=O	66
84	CCc1cc2c(=O)c(-c3nc4ccccc4n3C)coc2c(CN2CCCC(C)(C)C2)c1O	54
85	O=C(CSc1ncccc1C(=O)O)Nc1cc(Cl)cc(Cl)c1	55
86	O=[N+]([O-])c1ccc(-c2nnnn2Cc2c(Cl)cccc2Cl)cc1	56
87	COc1ccc(CCC(=O)NCC(c2ccc(F)cc2)N2CCOCC2)cc1 (configuration not stated)	61
88	Cc1ccccc1Cn1nc(C(=O)Nc2ccccc2)ccc1=O	57
89	O=C(c1ccc(Cl)cc1)N1CCN(C(=O)c2ccco2)CC1	55
90	Fc1ccc(/C=N\n2cnnc2)cc1	65
91	COC(=O)/C(C#N)=C/c1cccn1-c1ccc(C(F)(F)F)cc1	57
92	CCOC(=O)c1c(NC(=O)CN2C(=O)CC(c3ccccc3)Sc3ccccc32)sc2c1CCC2 (configuration not stated)	65
93	O=C(O)Cc1cc(=O)[nH]c(SCc2ccccc2F)n1	57
94	O=S(=O)(Nc1ccc(F)c(Cl)c1)c1cccc(F)c1	48
95	N#CCC(=O)NCCc1ccccn1	53
96	CCOC(=O)C1CCN(C(=O)C2Cc3ccccc3N2C(=O)OCc2ccccc2)CC1 (configuration not stated)	59
97	CCN(C(=O)CSc1nc2c(sc(=S)n2-c2ccccc2)c(=O)n1C)c1cccc(C)c1	65
98	CC(=O)c1c(C(=O)O)c(C)n(C2CC2)c1C	60
99	Cc1cc(NC(=O)C2CCCN2S(=O)(=O)c2ccc(Cl)cc2)n(C)n1 (configuration not stated)	68
100	CCOC(=O)/C(=C/c1ccc(-c2ccc([N+](=O)[O-])cc2)o1)C(C)=O	63
101	CC(C)(C)c1cc(C(=O)NN)n(Cc2ccc(F)cc2)n1	54
102	Cc1cc(-c2nnc(NC(=O)c3ccc(S(=O)(=O)N(C)C4CC4)cc3)o2)n(C)n1	68
103	CCOc1ccccc1-c1nc(COC(=O)c2nnn(-c3ccc(C)c(F)c3)c2C)c(C)o1	64
104	O=C(NCc1ccc2c(c1)CCO2)Nc1cccc(C(F)(F)F)c1	62
105	Cc1cc(C(=O)Nc2nc3c(C(C)C)cccc3s2)n(C)n1	64
106	COc1ccc(-c2ccc(C#N)c(SCC(N)=O)n2)cc1	65
107	O=C(CSc1ccc2nnc(CCNC(=O)c3ccc(F)cc3)n2n1)Nc1cccc([N+](=O)[O-])c1	59
108	COc1cccc(NC(=O)c2oc3ccccc3c2NC(=O)c2cccc(Cl)c2)c1	79
109	CCn1cccc(-c2nnc(SCC(=O)Nc3cccc(NC(C)=O)c3)n2C)c1=O	62
110	O=C(NCc1ccccc1)c1sc2sccc2c1Cl	55
111	CC(=O)NNc1nc(-c2ccc([N+](=O)[O-])cc2)cs1	59
112	Cc1[nH]nc(N)c1-c1ccccc1	55
113	O=C(CCN1C(=O)/C(=C\c2ccco2)SC1=S)Nc1cccc(Br)c1	9*
114	COc1ccc2c(CC(=O)NCCCn3ccnc3)cc(=O)oc2c1	64
115	O=C(NCCn1ncc2c(=O)n(Cc3ccc([N+](=O)[O-])cc3)cnc21)c1cccc(C(F)(F)F)c1	65
116	OC(CNCCNc1nccc(C(F)(F)F)n1)Cn1ccc2ccccc21 (configuration not stated)	58&63
117	CCSc1ccc(-c2noc(C(C)(C)C)n2)cn1	54
118	CCOC(=O)c1c(NC(=O)C(C)(C)C)sc2c1CCC2	60
119	CC(=O)Oc1cc(OC(C)=O)c2c(-c3ccc([N+](=O)[O-])cc3)cc(=O)oc2c1	58
120	COC(=O)c1ccccc1NC(=S)NC(=O)/C=C/c1cccs1	65

# More compounds.
No.	Structure	RMI FANCM FP
121	COC(=O)C(C)SC1=NS(=O)(=O)c2cc(F)ccc2N1 (configuration not stated)	55
122	COc1ccc(NS(=O)(=O)c2ccc([N+](=O)[O-])cc2)cc1N1CCCC1=O	52
123	O=c1c2scc(-c3cccc(Cl)c3)c2ncn1Cc1ccc(F)cc1	67
124	CCOc1cccc(NC(=O)CSc2nc3c([nH]2)c(=O)n(C)c(=O)n3C)c1	64
125	COc1ccc(-n2c(CNC(=O)C34CC5CC(CC(C5)C3)C4)nnc2SC)cc1	58
126	O=C(COc1ccccc1)NCCn1ncc2c(N3CCCCCC3)ncnc21	64
127	O=C(NCc1n[nH]c(=O)c2ccccc12)c1ccc(Br)o1	55
128	O=C(CSc1nc2c(sc(=S)n2-c2ccccc2)c(=O)[nH]1)NC1CCCCC1	61
129	Cc1nn(CC(O)COc2ccc3cc(Br)ccc3c2)c(C)c1Cl (configuration not stated)	56
130	CC(=O)Nc1ccc(SCCCC(=O)N2CCN(Cc3ccccc3)CC2)nn1	62
131	O=C(/C=C/c1cccs1)Nc1nc(-c2ccc(I)cc2)cs1	65
132	O=C(Nc1c(C(=O)Nc2ccc(OC(F)(F)F)cc2)oc2ccccc12)c1cc(Br)ccc1Cl	56
133	Cc1[nH]cnc1CN1CCc2c(c3ccccc3n2C)C1=O	59
134	CCOC(=O)c1ccsc1NC(=O)c1ccc([N+](=O)[O-])cc1	59
